# Assay outcomes as filed in PubChem.
# USP1 inh: USP1/UAF1 (human) deubiquitinase inhibition | actives 0.23% (n = 390,000) | O94782 | Potency, µM (titrated, usually from 57.1 µM), for inactives: at the top dose activity change, negative = inhibition, hits mostly inhibitors | recombinant USP1/UAF1, Ub-Rhodamine cleavage fluorescence; also: % is scaled to controls: 0 for no effect and ±100 for the full control effect; nearly all actives have a fitted effect of over 60% in size; inactives centre near -12
# Target sequence (O94782 whole entry, looked up): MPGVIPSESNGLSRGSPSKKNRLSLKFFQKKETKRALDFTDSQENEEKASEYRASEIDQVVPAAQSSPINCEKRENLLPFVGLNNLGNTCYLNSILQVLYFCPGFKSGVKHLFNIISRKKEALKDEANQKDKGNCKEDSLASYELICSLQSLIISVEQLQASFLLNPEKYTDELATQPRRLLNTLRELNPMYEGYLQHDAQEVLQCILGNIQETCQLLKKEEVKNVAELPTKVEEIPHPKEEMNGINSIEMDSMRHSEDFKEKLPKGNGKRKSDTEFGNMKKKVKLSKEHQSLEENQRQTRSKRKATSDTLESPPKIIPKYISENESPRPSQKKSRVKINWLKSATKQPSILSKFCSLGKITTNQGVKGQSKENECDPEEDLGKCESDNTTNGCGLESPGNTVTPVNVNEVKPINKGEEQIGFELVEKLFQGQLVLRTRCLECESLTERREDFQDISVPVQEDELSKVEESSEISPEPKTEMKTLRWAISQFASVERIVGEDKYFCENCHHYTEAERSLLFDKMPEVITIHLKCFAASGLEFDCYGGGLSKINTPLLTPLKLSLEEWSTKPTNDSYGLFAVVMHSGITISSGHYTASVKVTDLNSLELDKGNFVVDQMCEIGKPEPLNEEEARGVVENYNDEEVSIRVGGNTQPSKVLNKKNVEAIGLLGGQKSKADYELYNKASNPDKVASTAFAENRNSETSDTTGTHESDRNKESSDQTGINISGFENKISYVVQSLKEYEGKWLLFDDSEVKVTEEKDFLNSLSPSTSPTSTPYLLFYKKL
#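 In this screen, compounds sit with the deubiquitinase complex (1nM) for 15 min at room temperature before Ub-Rho is added at 150nM final. Fluorescence rise is then followed for 6 reads every 60 seconds.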
# mIDH1 inhibitor: human IDH1 R132H inhibition; O75874; Potency, µM (doses to about 76.6 µM), inactives show top-dose activity change, negative = inhibition, most hits filed as inhibitors; IDH1-R132H enzyme, NADPH consumption, diaphorase/resazurin fluorescence; actives 0.093% (n = 390,000); also: % is scaled to controls: 0 for no effect and ±100 for the full control effect; nearly all actives have a fitted effect of over 65% in size
#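 IDH1-R132H (0.5 ug/mL dispensed) in pH 7.5 Tris buffer was preincubated 30 min with compound, then given a substrate mix of 0.016 mM NADPH and 2 mM alpha-KG for 80 min at room temperature; remaining NADPH was read by diaphorase/resazurin fluorescence.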
# Vif-A3G inh: blocks the Vif interaction with human APOBEC3G | HeLa A3G-eYFP + Vif (tagged APOBEC3G with the HIV-1 protein that degrades it), YFP fluorescence, overnight | Potency, µM (doses to about 46.1 µM), for the others: at the highest dose activity, negative = active, usual class: inhibitors | actives 0.076% (n = 410,000) | AID 602310;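 also: % is scaled to controls: 0 for no effect and ±100 for the full control effect; nearly all actives have a fitted effect of over 60% in size; hits raise eYFP signal because A3G escapes Vif-driven loss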
#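 Read-out is eYFP fluorescence (Ex 488/Em 500-530) from Vif-expressing HeLa A3G-eYFP cells; more signal means A3G escaped Vif-mediated degradation. Cells plated overnight, compound pinned in, incubated overnight at 37 deg C.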
# RGS4 inhibitor: human RGS4 inhibition. Transcreener GDP fluorescence polarization, RGS4-accelerated GTP hydrolysis. Potency, µM (top dose mostly 114 µM), without a hit: at the highest dose activity change, negative = inhibition, most hits filed as inhibitors. AID 504845. P49798. actives 0.039% (n = 390,000); also: % is scaled to controls: 0 for no effect and ±100 for the full control effect; nearly all actives have a fitted effect of over 75% in size; some results filed as inactive show a strong effect at the top dose
# Target sequence (P49798 whole entry, looked up): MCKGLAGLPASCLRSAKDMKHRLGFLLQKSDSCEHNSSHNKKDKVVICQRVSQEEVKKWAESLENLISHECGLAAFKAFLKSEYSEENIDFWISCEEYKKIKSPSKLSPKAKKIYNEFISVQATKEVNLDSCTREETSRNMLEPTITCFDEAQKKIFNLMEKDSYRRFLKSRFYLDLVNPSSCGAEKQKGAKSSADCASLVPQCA
#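 MLSMR compounds (23 nl, pin-transferred) preincubated 10 min at room temperature with a 500nM (2x) first reagent, then RGS4 at 900nM (2x) plus Transcreener GDP mix added; fluorescence polarization (620/688 nm) read before and after 90 min at 30 °C.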
# RXFP1 ag: agonists of human relaxin receptor RXFP1. Q9HBX9. HEK293T-RXFP1 cAMP TR-FRET, 30 min; response scale: percent of porcine relaxin response, buffer zero. Potency, µM (series often up to 57.5 µM), for the others: top-dose activation, actives largely listed as activators. actives 0.3% (n = 370,000). AID 2676; also: % is scaled to controls: 0 for no effect and ±100 for the full control effect; nearly all actives have a fitted effect of over 60% in size; many of its hits are not listed in these tables
#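 cAMP rise read by TR-FRET after 30 min, 37C compound exposure (up to 58 uM) in RXFP1-transfected HEK293 cells with Ro 20174 present. EC50 from Hill-equation fits, with 29 nM porcine relaxin as 100% and buffer as basal.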
# 12-LOX inh: inhibitors of human 12S-lipoxygenase ALOX12; P18054; purified 12hLO, xylenol orange hydroperoxide absorbance; Potency, µM (series often up to 108 µM), for the others: at the highest dose activity change, negative = inhibition, most hits filed as inhibitors; actives 1.1% (n = 580,000); AID 1671190; also: % is scaled to controls: 0 for no effect and ±100 for the full control effect
#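 Purified human 12hLO at 150 nM in 25 mM Hepes, 0.01% Triton X-100, pH 7.0, preincubated 15 min at room temperature with compound. Reaction started with 40 uM arachidonic acid, 30 min at room temperature. Hydroperoxide measured by Fe-xylenol orange, 573/405 nm absorbance ratio.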
# TrxR1 substrate: substrates of rat thioredoxin reductase 1. O89049. purified TrxR1 substrate turnover, NADPH consumption readout. Potency, µM (doses to about 114 µM), for inactives: at the top dose activity change, negative = substrate turnover. actives 0.01% (n = 390,000). AID 588456; also: % is scaled to controls: 0 for no effect and ±100 for the full control effect; nearly all actives have a fitted effect of over 50% in size
#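 Rat TrxR1, dispensed at 90 nM, was prereduced with 400 uM NADPH (final) for 5 min at ~22 deg C, then incubated with compound 15 min before 400 uM selenite. A first-read NADPH fluorescence drop versus no-compound background flagged substrates.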
# Vif-A3F inh: blocks the Vif interaction with APOBEC3F | Potency, µM (doses to about 46.1 µM), without a hit: top-dose activity, negative = active | HeLa A3F-eYFP + Vif (tagged APOBEC3F with the HIV-1 protein that degrades it), YFP fluorescence increase | actives 0.2% (n = 390,000) | AID 602313; also: % of control where 0% means no effect; nearly all actives have a fitted effect of over 65% in size
#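 HeLa cells stably expressing A3F-eYFP plus Vif, plated and incubated overnight at 37 deg C, then exposed to compounds overnight at 37 deg C. Blocked degradation read as raised yellow fluorescence (Ex 488/Em 500-530).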
# TrxR1 inh: inhibitors of rat thioredoxin reductase 1; actives 1% (n = 390,000); recombinant rTrxR1, NADPH fluorescence consumption, selenite substrate; O89049; Potency, µM (doses to about 114 µM), for inactives: at the highest dose activity change, negative = inhibition, hits mostly inhibitors; also: % is scaled to controls: 0 for no effect and ±100 for the full control effect; nearly all actives have a fitted effect of over 65% in size
#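 Rat TrxR1 (90 nM in the dispensed reagent) was pre-reduced with 400 uM NADPH for 5 min at room temperature, then incubated with compound for 15 min. After 400 uM selenite was added, NADPH fluorescence (Ex 340/Em 450 nm) was followed for 8 min.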
# The depositor's hits bear a star; ? = inconclusive; nt = not tested or not shown; & = joins results of further samples; [ ] = another dose, or the depositor's remark. Calls follow the shape of the dose curve; as a rule, active = well fitted curve in the direction sought with a large enough effect; inconclusive = small, poorly fitted or top-dose-only effect, or another doubt; inactive = no such curve, though single readings can be large; an effect the other way counts as inactive or inconclusive. Potency is read from the fitted curve at half-maximal effect. Only part of the results is shown (hit frequency here may not be typical).
# Sample of the layout:
# Order of values: USP1 inh | mIDH1 inhibitor | Vif-A3G inh | RGS4 inhibitor | RXFP1 ag | 12-LOX inh | TrxR1 substrate | Vif-A3F inh | TrxR1 inh
- Cc1cccc(C)c1OCCn1c(CCNC(=O)C2CCCCC2)nc2ccccc21
    ? | 0% | 4% | 2% | 0.9% | -13% | 1% | 2% | 5%
- O=C(COc1cccc2c1CCN(Cc1ccc(Br)cc1)C2=O)N1CCOCC1
    -8% | 5% | -4% | 5% | 1.3% | -5% | -6% | 0% | 18%[57.1 µM]

# The whole of this part, repeating the preview:
# Order of values: USP1 inh | mIDH1 inhibitor | Vif-A3G inh | RGS4 inhibitor | RXFP1 ag | 12-LOX inh | TrxR1 substrate | Vif-A3F inh | TrxR1 inh
- Cc1cccc(C)c1OCCn1c(CCNC(=O)C2CCCCC2)nc2ccccc21
    ? | 0% | 4% | 2% | 0.9% | -13% | 1% | 2% | 5%
- O=C(COc1cccc2c1CCN(Cc1ccc(Br)cc1)C2=O)N1CCOCC1
    -8% | 5% | -4% | 5% | 1.3% | -5% | -6% | 0% | 18%[57.1 µM]
- COc1cccc(CN2CC(C(=O)N(C)CCCC3CCCC3)CCC2=O)c1 (stereo not drawn)
    -6% | -2% | -2% | 28% | 1.0% | -10% | -8% | 1% | 1%
- O=C(Nc1nccs1)c1cc(-c2ccccc2)nc2ccccc12
    -19% | 2% | -5% | 12% | -0.8% | -18% | 4%[57.1 µM] | 6% | -1%[57.1 µM]
- COc1ccc(Cl)cc1NC(=O)c1c(NCc2sccc2C)sc2c1CCCC2
    -11% | -1% | -12% | ? | -2.0% | ? | -5% | -1% | 7%
- CCn1ncc(Br)c1C(=O)Nc1nccs1
    -11% | 7% | 0% | -18% | -0.6% | 18% | 7%[57.1 µM] | 0% | 6%[57.1 µM]
- C=CCN1CC(C(=O)N2CCC(Cc3ccc(Cl)cc3)(C(=O)OCC)CC2)CC1=O (stereo not drawn)
    -20% | -3% | 2% | -8% | -0.7% | -1% | 6% | 1% | 11%
- CCOC(=O)N1CCC2CC1c1cc(Cl)ccc12 (stereo not drawn)
    -32% | 6% | -3% | -19% | nt | 0% | -8% | 6% | 0%
- CCCNC(=O)Cn1c(=O)oc2ccccc21
    -17% | 8% | 1% | 21% | -0.5% | 0% | -4%[57.1 µM] | -5% | 11%[57.1 µM]
- Cc1ccc(CN2C(=O)C(CC(C)C)Nc3ncnc(N4CCOCC4)c32)cc1 (stereo not drawn)
    ? | -3% | 5%&-6% | -16% | nt | -15%&-6% | 4% | 1% | 18%
- CCCCCc1ccc(OCCC[n+]2ccccc2)c(CCCCC)c1
    -14% | 5% | 2% | -3% | -7.2% | ? | 8%[57.1 µM] | -1% | -2%[57.1 µM]
- Cc1cc(F)ccc1NCc1ccccc1-c1nnc(-c2ccccc2Cl)o1
    -16% | -3% | 3% | -4% | 0.4% | -17% | 4% | 3% | 12%
- Cc1ccc2occ(CC(=O)N(Cc3ccc(C(C)C)cc3)C3CCS(=O)(=O)C3)c2c1 (stereo not drawn)
    ? | 3% | 2% | 2% | 2.5% | 5% | -5% | -2% | 7%
- Nc1ccccc1C(O)(Cc1ccccc1)c1ccccc1 (stereo not drawn)
    -6% | 4% | -3% | -4% | 0.3% | 9% | 14%[57.1 µM] | 1% | 29%[57.1 µM]
- Cc1ccccc1OCC(=O)Nc1ccc2[nH]c(=O)sc2c1
    -4% | 0% | 0% | -15% | -0.1% | -24% | -8% | -22% | -4%
- CC(C)C(CO)NC(=O)CC(=O)NC(CO)C(C)C (stereo not drawn)
    -9% | 4% | -3% | -18% | 1.1% | 4% | 2% | 1% | 9%
- CCCCC(=O)NC(c1ccc(OC)c(OC)c1)c1c(O)ccc2ccccc12 (stereo not drawn)
    -8% | 2% | 0% | -30% | 1.6% | ? | -3% | 2% | -9%
- Cc1ccccc1Cn1c(=O)n(CCCCC(=O)NCCc2ccccc2)c(=O)c2ccccc21
    -26% | 5% | 2% | -17% | 0.1% | -1% | -1% | -8% | 12%
- O=C1CC(N2CCN(Cc3ccccc3)CC2)C(=O)N1CCc1ccccc1 (stereo not drawn)
    -15% | 2% | 2% | -3% | 0.4% | 0% | 11%[57.1 µM] | 0% | 0%
- Cc1cccc(C)c1OCc1cc(=O)n2c(-c3ccccc3)csc2n1
    -18% | 3% | 3% | -15% | 1.2% | ? | 3% | -6% | 7%
- COc1ccc(S(=O)(=O)N2CCN(CC(=O)Nc3cc(OC)cc(OC)c3)CC2)cc1
    -6% | 2% | 0% | 14% | -1.3% | 0% | -11% | 3% | ?
- COc1ccc(NC(=O)C2CCN(S(C)(=O)=O)CC2)cc1
    -3% | -3% | 0% | 13% | 1.7% | 26%&15% | 10% | 0% | 16%
- CC(c1nnc(SCC(=O)N(C)C2CCS(=O)(=O)C2)n1-c1ccccc1)N(C)C (stereo not drawn)
    -4% | -2% | -1% | -36% | -1.7% | ? | -2% | 2% | -2%
- Cc1nn(Cc2ccccc2Cl)c(C)c1NC(=O)Cn1nc([N+](=O)[O-])c(Cl)c1C
    -18% | 8% | -2% | 16% | 1.7% | 479%[activator] | 12% | 1% | 17%[57.1 µM]
- COc1ccc(CCNC(=O)C(C)c2ccc([N+](=O)[O-])cc2)cc1 (stereo not drawn)
    -20% | -2% | -4% | 3% | 1.7% | -7% | -19% | -10% | -30%
- O=C(NCCc1cccc(F)c1)C1CCC(=O)N(CCCc2ccccc2)C1 (stereo not drawn)
    -17% | 6% | -4% | -5% | 1.2% | 1% | -7% | 1% | -13%
- Cc1noc(C)c1NC(=O)Nc1cccc2c1O[C@H](CN(C)C(=O)Nc1ccc(C(F)(F)F)cc1)[C@@H](C)CN([C@H](C)CO)C2=O
    4% | 3% | 0% | -15% | nt | -3% | -1% | -1% | 6%[57.1 µM]
- CN(C)C(=O)CSc1nnc(-c2ccc(S(=O)(=O)N3CCCC3)cc2)n1C
    4% | -1% | 1% | 12% | 2.1% | 0% | 4% | -1% | 1%
- COc1ccc(-c2[nH]ncc2CN(C)C(C)c2cccs2)c(F)c1 (stereo not drawn)
    -17% | -10% | 3% | 17% | 1.9% | -3% | 3%[57.1 µM] | -1% | 4%[57.1 µM]
- O=C1NC(=Nc2cccc(O)c2)S/C1=C\c1cccc([N+](=O)[O-])c1
    -13% | 2% | ? | -43% | 2.0% | -27% | -5% | -7% | -3%[57.1 µM]
- Cc1nn(CC2CC2)c(=O)n1-c1ccccc1
    -17% | 3% | -1% | -5% | -3.4% | 0% | 7%[57.1 µM] | -4% | 34%[57.1 µM]
- Cc1ccc(CNC(=O)c2cc(Sc3ccc(F)cc3F)nc3ccccc23)cc1
    -4% | 6% | 4% | 12% | 10% | -15% | 1%[57.1 µM] | 1% | 29%[57.1 µM]
- CC(=O)Nc1ccc(NC(=O)C(C)OC(=O)C2(c3ccc(Cl)cc3)CCCC2)cc1 (stereo not drawn)
    -23% | -2% | 0% | -16% | 0.4% | -19% | -8% | 0% | -4%
- Cc1nnc(SCC(=O)Nc2ccc(C(N)=O)cc2)n1-c1ccccc1
    -9% | -4% | 4% | -8% | 0.6% | -2% | 3% | 3% | 24%
- CCc1cccc(C)c1NC(=O)CN1C(=O)C2(SCC(=O)N2c2cccc(F)c2)c2ccccc21 (stereo not drawn)
    -10% | 7% | 1% | 13% | 0.6% | -33% | -5% | 7% | 14%
- Cc1noc(C(=O)Nc2c(C)nn(Cc3ccccc3)c2C)c1Cl
    -27% | -5% | 0% | 2% | 1.9% | -6% | -5% | -7% | -3%
- O=C(Nc1ccc2c(c1)OCCO2)c1cnc2n(c1=O)CCS2
    -20% | 7% | 0% | -11% | 17% | ? | -9% | -1% | -2%
- N#C/C(=C/c1ccc([N+](=O)[O-])cc1)C(N)=O
    -4% | -2% | -1% | -22% | 0.9% | -8% | -5% | -5% | -39%
- C[C@H]1CCC[C@]2(CC(=O)c3cc(F)ccc3O2)C1
    -10% | -8% | -7% | -9% | -1.3% | ? | 35% | -14% | 9%
- COc1cc(NC(=O)c2c(OC)cccc2OC)ccc1NC(=O)c1cc2ccccc2o1
    -23% | -2% | -15% | 2% | 1.6% | -8% | -5% | -4% | 11%
- CCOC(=O)c1nc(Nc2ccc(C(=O)OC)cc2)c2ccccc2n1
    -16%&-20% | 5% | -5% | -33%&-25% | 9.7%&-1.0% | -11%&0% | 6%&34% | -13% | -1%&5%
- Nc1nc2c(ncn2C2C[C@H](O)[C@@H](CO)O2)c(=O)[nH]1 (stereo partly drawn)
    -21% | 0% | 0% | -10% | 1.3% | 2% | 3% | -2% | 21%
- CC(=O)c1ccc(S(=O)(=O)N2CCN(C(=O)CCC3CCCC3)CC2)cc1
    -5% | 1% | -4% | -8% | -1.8% | 6% | -8% | -7% | -1%
- COc1cc2c(cc1OC)C(COc1ccc(F)cc1)NCC2 (stereo not drawn)
    -4% | 5% | 0% | 29% | -0.2% | -20% | 3% | -4% | 32%
- CC1CN(C(=O)CCc2ccccc2)C(C)CN1C(=O)CCc1ccccc1 (stereo not drawn)
    -11% | 0% | -7% | -24% | 1.3% | 455%[activator] | -4% | -17% | 5%
- Cc1ccc2oc(C(=O)Nc3nnc(CC(C)C)s3)c(C)c2c1
    -8% | -2% | 1% | -18% | 5.0% | 10% | 6% | 2% | 17%
- CS(=O)(=O)c1cccc(NC(=O)C2CC2)c1
    -14% | 1% | -7% | -6% | 2.1% | -10% | 1% | 9% | 29%
